NCI-60 one-dose screen, 48 h, at 10 µM unless noted. Numbers give growth in % (100 = growth as untreated, 0 = no growth, -100 = all killed).
MCF7: MCF7 breast cancer; 6.3% of 82,000 active
SR: SR leukemia cells | 8.7% of 73,000 active
K-562: K-562 leukemia. 7.4% of 78,000 active
BT-549: BT-549 breast cancer; AID 1794793; 4.4% of 78,000 active
MDA-MB-231: MDA-MB-231 breast cancer. 5% of 81,000 active
MOLT-4: MOLT-4 leukemia cells; 6.9% of 80,000 active
MDA-MB-468: MDA-MB-468 breast cancer. 8.5% of 78,000 active. AID 2202374
MDA-MB-435: MDA-MB-435 melanoma | AID 1794794 | 7.8% of 82,000 active
* marks the source's active call; other numbers are inactive results; nt = not tested or not shown; & = joins results of further samples; [ ] = dose if it differs, or a comment. The calls were made as follows: active = growth percent below 10; inactive = the rest. An unsorted share of the library; any-hit rate near 15%.

Start of the listing, in advance:
item	Compound	K-562	MDA-MB-468	SR	MDA-MB-435	MDA-MB-231	MOLT-4	BT-549	MCF7
1	NS(=O)(=O)c1ccc(Nc2nc(NN=C(c3ccccc3)c3ccccc3)nc(Nc3ccccc3)n2)cc1	33	71	19	50	71	18	68	18
2	COc1nc2ccc(C)cc2cc1/C=C1/C=C(c2ccccc2)OC1=O	85	118	98	109	100	91	102	91
3	CC(=O)OC(NC(=O)NC(OC(C)=O)C(Cl)(Cl)Cl)C(Cl)(Cl)Cl (centres undefined)	91	102	97	106	98	112	98	97
4	CCCCCC1(C(OC)OC)NC(=O)N(C)C1=O (centres undefined)	102	117	93	105	102	93	103	97
5	CCOC(=O)c1cnn(CC(O)CC)c1NC(=O)NCc1cccc(C(F)(F)F)c1 (centres undefined)	84	101	82	99	93	76	79	87
6	CCOC(=O)C1=C(C)NC(C)=C(C(=O)OCC)C1c1cccc([N+](=O)[O-])c1	95	87	82	93	96	74	117	95
7	O=C(N/N=C/c1c[nH]c2ccccc12)Nc1ccccc1	90	102	91	98	103	92	85	82
8	c1ccc(-c2nc(-c3c[nH]c4ccccc34)cs2)cc1	101	79	92	106	80	76	97	82
9	CC(=C(c1ccc(OCCN(C)C)cc1)c1ccc(OCCN(C)C)cc1)c1ccc(Cl)cc1	-9.7*	-81*	-36*	-83*	-75*	-50*	nt	-78*
10	c1cc(-c2nsc(-c3ccncc3)n2)ccn1	94	95	110	100	111	104	nt	94
11	CC(C(N)=O)c1ccccc1 (centres undefined)	109	86	104	107	123	107	105	97
12	COc1ccc(C2N(C)c3ccccc3N2C)cc1	97	89	103	105	101	91	103	22

The list itself, from the first entry:
item	Compound	K-562	MDA-MB-468	SR	MDA-MB-435	MDA-MB-231	MOLT-4	BT-549	MCF7
1	NS(=O)(=O)c1ccc(Nc2nc(NN=C(c3ccccc3)c3ccccc3)nc(Nc3ccccc3)n2)cc1	33	71	19	50	71	18	68	18
2	COc1nc2ccc(C)cc2cc1/C=C1/C=C(c2ccccc2)OC1=O	85	118	98	109	100	91	102	91
3	CC(=O)OC(NC(=O)NC(OC(C)=O)C(Cl)(Cl)Cl)C(Cl)(Cl)Cl (centres undefined)	91	102	97	106	98	112	98	97
4	CCCCCC1(C(OC)OC)NC(=O)N(C)C1=O (centres undefined)	102	117	93	105	102	93	103	97
5	CCOC(=O)c1cnn(CC(O)CC)c1NC(=O)NCc1cccc(C(F)(F)F)c1 (centres undefined)	84	101	82	99	93	76	79	87
6	CCOC(=O)C1=C(C)NC(C)=C(C(=O)OCC)C1c1cccc([N+](=O)[O-])c1	95	87	82	93	96	74	117	95
7	O=C(N/N=C/c1c[nH]c2ccccc12)Nc1ccccc1	90	102	91	98	103	92	85	82
8	c1ccc(-c2nc(-c3c[nH]c4ccccc34)cs2)cc1	101	79	92	106	80	76	97	82
9	CC(=C(c1ccc(OCCN(C)C)cc1)c1ccc(OCCN(C)C)cc1)c1ccc(Cl)cc1	-9.7*	-81*	-36*	-83*	-75*	-50*	nt	-78*
10	c1cc(-c2nsc(-c3ccncc3)n2)ccn1	94	95	110	100	111	104	nt	94
11	CC(C(N)=O)c1ccccc1 (centres undefined)	109	86	104	107	123	107	105	97
12	COc1ccc(C2N(C)c3ccccc3N2C)cc1	97	89	103	105	101	91	103	22
13	Cc1ccc(/C=C/C2=NN(c3ccc(-c4ccc(Cl)cc4)nn3)C(c3ccc(C)o3)C2)o1 (centres undefined)	61	93	66	90	93	64	84	55
14	O=S(=O)(O)c1cc(O)c2c(N=Cc3ccccc3O)c(S(=O)(=O)O)ccc2c1	97	101	95	109	127	99	101	104
15	COc1ccc(-c2c(-c3cc4c(c(OC)c3OC)OCO4)noc2N)cc1	16	-6.4*	11	-32*	49	37	60	20
16	CCn1cc(C(=O)N[C@H]2C(O)[C@@H](O)C(CO)O[C@H]2O)c(=O)c2cc(F)c(N3CCN(C(C)=O)CC3)cc21 (some centres undefined)	106	111	106	105	108	111	108	106
17	CCOc1ccc2nc(NCc3ccncc3)sc2c1	99	101	95	105	90	103	104	96
18	COc1ccc(C2(c3ccc(OC)cc3)c3ccccc3C(=O)c3ccccc32)cc1	107	102	93	92	87	102	92	92
19	COC(=O)CCC(=O)c1ccccc1	97	115	91	97	111	101	107	96
20	c1ccc(-c2ccc3cnc4sc(-c5ccccc5)nc4c3n2)cc1	105	112	98	107	95	102	111	91
21	NC1=NC2(C(=O)c3ccccc3C2=O)n2c(nc3ccccc32)N1	101	110	nt	111	98	86	nt	91
22	COc1cccc(Oc2nccc(-c3cn(CC(N)=O)nc3-c3cc(C)cc(OC)c3)n2)c1	101	93	95	102	85	102	100	91
23	CCOC(=O)C1=C(C)NC(SCc2nc(C)c(C)nc2C)N=C1c1ccc(OC)cc1 (centres undefined)	65	78	86	96	80	70	101	81
24	O=c1cc(-c2nccc3c2[nH]c2ccccc23)c2ccc(O)cc2o1	127	102	91	106	67	104	99	93
25	O=C(O)c1cn(C2CC2)c2cc(N3CCN(S(=O)(=O)c4ccc(Cl)c(Cl)c4)CC3)c(F)cc2c1=O	17	-11*	-25*	13	37	3.4*	-4.6*	13
26	CCn1c(SC/C(=N/O)c2ccccc2)nnc1-c1ccccc1	86	108	95	105	95	95	115	112
27	CCOC(=O)c1cnc(=O)[nH]c1N	97	103	nt	111	nt	nt	106	98
28	O=C(CC(c1ccc(Br)cc1)c1cccc2ccccc12)c1ccccc1 (centres undefined)	88	112	97	96	78	92	92	84
29	CCc1cccc2c3c(sc12)C(c1ccc(OC)cc1)C(C#N)=C(/N=C/c1ccc(Cl)cc1)O3 (centres undefined)	11	-6.8*	1.3*	-47*	40	22	30	19
30	O=C(Nc1ccc(OCc2ccccn2)c(Cl)c1)c1ccccn1	98	97	92	89	111	105	108	93
31	CCC(C)(C)NCCCCCNc1cc(OC)cc2cccnc12	86&53	80&55	81&84	102&112	94&112	94&72	92&106	38&12
32	O=C1C=C(c2cccs2)C[C@H](c2cccs2)[C@H]1n1nnc2ccccc21	88	102	77	97	99	90	95	107
33	Cc1cc(=O)c2c(=O)[nH][nH]c2[nH]1	87	98	100	116	135	98	132	89
34	C/C=C/C1C(/C=N/Nc2ccccc2)C(C#N)(C#N)C1(C#N)C#N (centres undefined)	75	99	67	96	79	75	91	75
35	CC(C)/C=C/C(C)C(=O)CC(=O)OC(C)C (centres undefined)	102	108	87	111	111	88	106	105
36	COc1ccc(-c2c(N)n[nH]c2-c2cc(OC)c(OC)c(OC)c2)cc1	19	-0.1*	nt	-41*	28	25	51	23
37	CCCn1ccc(-n2nnc(C(=O)OCC)c2N)n1	91	109	74	94	117	93	112	90
38	NS(=O)(=O)c1ccc(NCc2cn(-c3ccc(C(=O)O)cc3)nc2-c2ccc(F)cc2)cc1	95	91	101	100	100	101	104	84
39	C=CCSc1nnc(COc2ccc3c(C)c(Cc4ccccc4)c(=O)oc3c2C)o1	96	113	78	103	104	96	100	96
40	Cc1cnc(SCc2ccc(Cl)cc2Cl)nc1SCc1ccc(Cl)cc1Cl	95	96	97	104	98	96	118	104
41	C[C@@]12c3ccsc3CCN1C(c1ccccc1)=NN2c1ccccc1	92	84	91	102	85	87	106	99
42	CC(C)(C(N)=O)N1CCN(c2ccc(Cl)cc2)CC1	94	94	93	nt	98	89	nt	102
43	COc1cc(C2N=C(NN)NC(C)=C2C(C)=O)ccc1O (centres undefined)	95	119	88	104	100	98	114	95
44	C=C(C)[C@@H]1CC[C@]2(C(=O)NC3CCCCC3)CC[C@]3(C)[C@H](CC[C@@H]4[C@@](C)(CCC#N)[C@H](C(=C)C)CC[C@]43C)[C@@H]12	90	87	87	88	97	86	95	89
45	Nc1ccc2c(c1)C(O)c1ccc(Cl)cc1-2 (centres undefined)	98	111	105	113	91	71	nt	76
46	O=C(CCN1C(=O)CCC1=O)Nc1ncc(Cc2ccccc2Cl)s1	92	105	103	107	118	100	112	102
47	CCOC(=O)C(C)(C#N)C(C)CC (centres undefined)	nt	105	nt	113	123	nt	107	102
48	O=C(COc1cccc2cccnc12)Nc1ccc(C(=O)/C=C/c2ccc(F)cc2)cc1	101	91	86	103	98	96	88	90
49	COC(=O)c1ccc([N+](=O)[O-])cc1C(=O)OC	102	97	104	103	115	92	nt	91
50	O=C(Cn1nnc2ccccc21)N/N=C/c1ccccc1O	79	82	44	79	69	56	81	55
51	COc1ccc(/C=N\NC(=O)C[N+](C)(C)C)cc1	99	96	98	103	110	99	97	95
52	COc1ccc(-c2[nH]ncc2CNc2cc3cc(OC)c(OC)cc3c(C)n2)cc1	88	90	81	102	71	82	92	96
53	COc1ccc(CC(O)CO)cc1OCc1ccccc1 (centres undefined)	103	81	120	105	96	106	120	90
54	O=C(O)c1ccccc1C(=O)c1cc(Cl)cc(Cl)c1O	98	107	101	121	98	107	120	96
55	Nc1nc(-c2ccccc2)c(N=Nc2ccccc2)s1	32	67	50	71	60	55	52	39
56	COc1ccccc1CC(=O)O	103&102	96&102	102&100	110&98	95&112	99&102	103&106	101&96

New compounds follow:
item	Compound	K-562	MDA-MB-468	SR	MDA-MB-435	MDA-MB-231	MOLT-4	BT-549	MCF7
57	COc1ccc(-c2nn(Cc3ccccc3)c3c2-c2oncc2CC3)cc1	88	94	69	89	101	66	109	83
58	NNc1ccccc1C(=O)O	108	102	112	116	104	107	103	104
59	CN1CCN(c2ccc3nc(/N=C/c4ccc5sc(-c6ccc(Cl)cc6)nc5c4)sc3c2)CC1	98	108	101	99	104	117	95	95
60	O=C1CCC23C=CC(O)C(O2)c2ccccc2N13 (centres undefined)	120	106	111	101	99	106	95	96
61	Cc1nc2ccc(Cl)cc2[nH]1	96	98	107	104	84	84	100	83
62	O=C(/C=C\c1cccc(Cl)c1)c1ccc(Cl)cc1	92	107	47	96	119	96	93	61
63	c1ccc2cc(Cn3c[n+](Cc4ccc5ccccc5c4)c4ccccc43)ccc2c1	-50*	-21*	-67*	-53*	-54*	-27*	-83*	-30*
64	Nc1ncnc2c1N=C(c1ccc(F)cc1)CC(c1cccc(Nc3ccnc4cc(Cl)ccc34)c1)N2 (centres undefined)	27	74	0.9*	42	75	40	100	51
65	C1CNNCCNN1	99	106	85	105	93	85	121	nt
66	CNC(=O)OCc1nc(SC2CCCCO2)n(C)c1COC(=O)NC (centres undefined)	92	86	90	109	114	98	101	98
67	CN1CCN(c2ccc(C(=O)/C=C/c3ccc(Cl)c(C(F)(F)F)c3)cc2)CC1	7.6*	18	3.0*	14	83	42	109	7.9*
68	COc1ccc2[nH]c(=O)c(O)c(-c3cccc4ccccc34)c2c1	106	99	94	95	85	93	85	92
69	COc1cc2c(cc1OC)C(=O)C(c1ccc3c(c1)OCO3)CC2 (centres undefined)	87	95	95	109	106	96	132	98
70	C=C(C)[C@@H]1CC[C@]2(C(=O)N3CCN(C)CC3)CC[C@]3(C)[C@H](CC[C@@H]4[C@@]5(C)CC(=C/c6ccncc6)/C(=N/O)C(C)(C)[C@@H]5CC[C@]43C)[C@@H]12	34	62	3.4*	87	66	34	83	67
71	Cc1cc(NCCN2CCOCC2)n2c(nc3ccccc32)c1C#N	104	98	103	93	104	97	87	89
72	NC(=O)NC(=O)CNc1nnc(-c2ccccc2)s1	112	100	100	108	112	104	107	97
73	COc1ccc(Cl)cc1Cl	96	92	92	98	110	97	nt	104
74	COC(=O)C(CCC(=O)O)NC(=O)OCc1ccccc1 (centres undefined)	86	104	92	109	111	89	99	103
75	O=c1[nH]n(-c2nnc3n2N=C(c2ccc(Cl)cc2)CS3)c(=O)c2ccccc12	97	111	110	101	100	97	101	93
76	Cc1cc(C)c(C(=O)CC(C)C)c(C)c1	120	97	98	104	nt	99	111	104
77	COc1cc([C@@H]2NC(=O)c3ccccc3N2)ccc1OCCCCCOc1cc(C2CC(c3cc(OC)c(OC)c(OC)c3)=NO2)ccc1OC (some centres undefined)	74	nt	65	99	103	91	75	102
78	COc1ccc(NC2=CC(=O)C(C)=C(C)C2=O)cc1	67	57	82	7.8*	84	76	119	72
79	Cc1nc2ccccc2s1	93	97	89	116	103	91	103	99
80	N#Cc1ccc(OC(=O)Nc2cc(Cl)cc(Cl)c2)cc1	6.7*[100 µM]	-16*[100 µM]	-30*[100 µM]	-9.1*[100 µM]	-53*[100 µM]	-14*[100 µM]	-27*[100 µM]	-26*[100 µM]
81	CCOC(=O)c1ccc(NCn2nc(-c3cc(-c4ccccc4)nc4ccccc34)n(-c3ccccc3)c2=S)cc1	94	106	96	101	105	105	105	100
82	COc1ccc(C2CCc3cc(OC)c(OC)cc3C2NC=O)cc1OC (centres undefined)	107	nt	95	nt	94	102	109	89
83	O=C(O)C(c1ccccc1)C(Cc1ccccc1)c1ccccc1 (centres undefined)	106	112	nt	102	116	100	107	101
84	O=C(CN1C(=O)C(=O)c2ccccc21)NC1=Nc2ccccc2C(=O)NN1	106	110	70	108	98	93	94	99
85	CNS(=O)(=O)Oc1ccc(-c2ccc3sccc3c2)cc1	93	98	102	102	101	93	107	106
86	COc1ccc2nc3cc(Cl)ccc3c(N3CCN(c4nccc(Oc5ccc(Cl)cc5)n4)CC3)c2c1	82	106	69	98	76	50	nt	56
87	COc1ccc(-c2nc(C(=O)Nc3cccc(OC)c3)nn2-c2cccc3ccccc23)cc1	nt	102	nt	99	84	nt	91	73
88	O=C(O)c1cccc(C(=O)O)[n+]1[O-]	nt	114	95	94	94	93	114	100
89	C/C=C/C=C/C(=O)Oc1ccc2c(c1)C(CCNC(=O)CCCCCCCCCCCCCCCCCCC)=CC2	97	126	nt	109	101	99	94	97
90	COc1ccc2nc(C)c(-c3cc(-c4cc(OC)c(OC)c(OC)c4)nc(N)n3)nc2c1	88	95	nt	92	78	104	103	92
